miR-122 sensor – inhibitors of miR-122 in Huh7 cells; Huh7 miR-122 Renilla luciferase sensor, 48 h; neutral wells = 0, positive control = 100; activation (reporter increase), % at 12.5 µM; actives 0.3% (n = 340,000);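 active = mean replicate activation score at least 90 and every replicate individually at or above 90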;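 note: higher luciferase means less miR-122 activity so hits act as miR-122 inhibitors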
PglD inh – blocks C. jejuni PglD acetyltransferase activity; inhibition, % at 12.5 µM; purified PglD enzyme, DTNB colorimetric CoA detection; actives 0.098% (n = 360,000); in the data active = inhibition above about 16%, passing the limit was not always enough; note: strong numbers were not always called active
PGC1a acetyl inh – modulators of PGC1a acetylation; actives 0.17% (n = 350,000); U2OS PGC1a acetylation, AlphaScreen anti-acetyl-lysine; with virally co-expressed GCN5 acetyltransferase; inhibition, % at 15.6 µM;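 active = every replicate shows inhibition of at least 40%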;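 note: 0% = neutral control wells and 100% = positive control wells; some results beyond the cut were filed as inactive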
Cneo AK release – Cryptococcus neoformans lysis via adenylate kinase release; AID 651654; lysis activity, % at 15 µM; actives 0.2% (n = 360,000); C. neoformans lysis, adenylate kinase release luminescence, 4 h; normalised: neutral wells 0, clomiphene wells 100;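 active = mean lysis activity across replicates of at least 80%, whatever share of replicates individually reach that level; inactive = mean lysis activity below 80%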
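Signal: Adenylate kinase release luminescence | Assay system: Log-phase Cryptococcus neoformans yeast cells | Input: Cells at 5 × 10^6 per mL | Buffer or medium: Fresh YPD growth medium | Compound: Single dose | Schedule: Static 4 h at 37 °C with compound, 1 h detection | Controls: Clomiphene | Read-out: Luminescence rise reflecting yeast cell lysis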
ERAP1 HTS inh – blocks human ERAP1 aminopeptidase activity; Q9NZ08; recombinant ERAP1, Leu-AMC fluorescence, 60 min; inhibition, % at 10.7 µM; actives 0.15% (n = 340,000); AID 652197;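 active = mean replicate inhibition of at least 30%, or all replicates individually reaching that 30% level; inactive = mean below 30% and not every replicate reaching it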;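 note: 0% = neutral control wells and 100% = L-leucinethiol positive control wells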
RAD52 inh – inhibitors of human RAD52 DNA annealing; inhibition, % at 18.7 µM; actives 0.46% (n = 360,000); recombinant RAD52 DNA annealing, FRET fluorescence; P43351; AID 651710;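 active = every replicate showing at least 50% inhibition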
Target sequence (P43351 whole entry, looked up): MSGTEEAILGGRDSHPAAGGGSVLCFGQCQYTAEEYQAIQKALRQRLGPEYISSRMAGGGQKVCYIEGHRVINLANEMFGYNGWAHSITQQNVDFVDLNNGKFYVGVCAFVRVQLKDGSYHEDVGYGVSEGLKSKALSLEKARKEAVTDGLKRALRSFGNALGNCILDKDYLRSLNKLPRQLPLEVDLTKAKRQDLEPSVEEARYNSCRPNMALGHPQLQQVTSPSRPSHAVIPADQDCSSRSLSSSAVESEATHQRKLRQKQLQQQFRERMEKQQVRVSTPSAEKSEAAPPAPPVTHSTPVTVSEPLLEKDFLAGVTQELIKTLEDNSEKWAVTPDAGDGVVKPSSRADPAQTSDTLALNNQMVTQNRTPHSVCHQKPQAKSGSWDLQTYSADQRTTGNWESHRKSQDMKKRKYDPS
RAD54 branch – RAD54 (human) branch migration inhibition | Q92698 | RAD54 Holliday junction branch migration, FAM/BHQ fluorescence | inhibition, % at 10.4 µM | actives 0.14% (n = 360,000);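 active = mean normalized replicate activity at least 40 and at least half of replicates scoring 40 or more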;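 note: 0% = median of neutral control wells and 100% = median of positive control wells; inhibitors cause a drop in the FAM fluorescence signal; in these data hits start at about 50%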
E-sel inducer – induces E-selectin expression in human endothelial cells; P16581; HUVEC E-selectin immunofluorescence imaging; normalized: neutral wells 0, TNF-alpha wells 100; activation, % at 7.58 µM; actives 0.37% (n = 260,000); AID 686992;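 active = mean E-selectin-positive cell signal at least 10% of the positive control, reached in at least 60% of replicates, without over 20% cell loss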;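 note: in these data hits start at about 27%; measured in HUVEC primary endothelial cells; signal is the percent of cells scored E-selectin positive by PE staining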
Target sequence (P16581 whole entry, looked up): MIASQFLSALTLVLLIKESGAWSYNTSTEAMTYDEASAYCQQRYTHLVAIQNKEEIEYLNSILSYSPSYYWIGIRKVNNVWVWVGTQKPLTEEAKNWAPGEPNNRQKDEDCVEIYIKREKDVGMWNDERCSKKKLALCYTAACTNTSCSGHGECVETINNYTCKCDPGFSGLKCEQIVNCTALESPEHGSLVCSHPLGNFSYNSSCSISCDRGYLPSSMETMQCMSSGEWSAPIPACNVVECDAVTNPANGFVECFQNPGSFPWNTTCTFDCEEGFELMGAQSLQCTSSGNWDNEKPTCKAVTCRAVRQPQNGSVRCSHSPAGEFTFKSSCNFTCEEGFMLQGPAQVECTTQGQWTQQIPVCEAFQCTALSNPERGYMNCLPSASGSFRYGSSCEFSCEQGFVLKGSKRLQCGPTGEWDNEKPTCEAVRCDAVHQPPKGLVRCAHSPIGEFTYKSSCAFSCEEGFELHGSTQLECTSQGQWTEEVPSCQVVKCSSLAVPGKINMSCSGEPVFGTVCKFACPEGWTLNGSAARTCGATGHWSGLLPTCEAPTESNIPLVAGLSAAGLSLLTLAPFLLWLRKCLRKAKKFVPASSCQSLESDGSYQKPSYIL
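Test system: HUVEC; input: 3,000 HUVEC/well; measured by: immunofluorescence imaging; read-out: % PE-positive cells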
* hit, by the source's call; / = not tested or not shown; & = joins results of further samples; [ ] = another dose, or the depositor's remark.

SMILES	miR-122 sensor	PglD inh	PGC1a acetyl inh	Cneo AK release	ERAP1 HTS inh	RAD52 inh	RAD54 branch	E-sel inducer
CC(C)NC(=O)N(C)C[C@H]1Oc2cc(Br)ccc2S(=O)(=O)N([C@H](C)CO)C[C@@H]1C	11[16.7 µM]	4	-3	3	1	0	1	0.3
Cc1cc(NC(=O)CSc2nnc3ccc(-c4ccccc4)nn23)no1	-3	-1	9	0	-8	-8	-5	/
CCOCCCn1c(SCC(=O)N(C)C2CCS(=O)(=O)C2)nc2ccccc2c1=O (stereo not given)	-8	/	8	/	-5	2	/	0.0
CN1C(=O)c2cc(NC(=O)Nc3cccc(Cl)c3)ccc2OC[C@H]2O[C@@H](CC(=O)O)CC[C@H]21	-4[16.7 µM]	-5	-11	4	-3	9	-5	0.5
O=C(/C=C/c1ccc(Cl)cc1Cl)n1cccn1	-3	2	-5	-3	/	/	-6	/
CCOC(=O)CSc1c(-c2ccc(Cl)cc2)[nH]c2ccccc12	28	2	21	0	-4	-12	0	0.1
COc1ccc(C2=Nc3ccccc3NC(=O)C2N(CCc2cc(OC)cc(OC)c2)C(C)=O)cc1 (stereo not given)	-5	5	8	0	0	-21	-14	0.0
C[C@H](CO)N1C[C@H](C)[C@@H](CN(C)Cc2ccc(Cl)c(Cl)c2)Oc2ccc(NC(=O)NC3CCCCC3)cc2CC1=O	-1[16.7 µM]	5	-9	11	0	22	2	-3.1
CN(C)Cc1ccc(O)c(CCc2ccccc2)n1	-12	1	7	2	/	/	2	/
COc1ccc(-n2c(SCC(=O)N(C)C3CCS(=O)(=O)C3)nc3ccc(O)cc3c2=O)cc1OC (stereo not given)	/	-2	-5	-9	4	-2	5	0.0
Cc1nc(Br)c(Br)n1Cc1ccccc1	-11	4	0	0	-1	-13	-4	0.0
CC(=O)c1cccc(Nc2nc(N3CCOCC3)nc(N3CCOCC3)n2)c1	-3	-2	5	5	-2	3	-7	/
Cc1cc(N2CCN(c3cccc(C)c3C)CC2)nc(-c2ccccc2)n1	3	/	-1	21	/	/	3	/
O=C(N/N=C/c1ccc(Cl)cc1Cl)c1ccc(-n2cnnn2)cc1	-10	-2	7	-4	-1	7	7	0.5
COc1ccc(OC)c(-c2cc(-c3cccnc3)nc(N)c2C#N)c1	17	-7	0	2	/	-42	0	-0.2
CCCNC(=O)N1CCC(C(=O)c2cccc(F)c2)CC1	2	1	0	3	/	/	1	/
c1ccc(CSc2ccc(-c3ccc4c(c3)OCO4)nn2)cc1	-5	-3	5	-1	/	/	4	/
CC(=O)Nc1ccc(NC(=O)CCc2ccc(C)o2)cc1	-1	0	-2	1	0	-12	-14	/
C[C@@H]1CN([C@H](C)CO)C(=O)c2cc(NC(=O)Nc3cccc4ccccc34)ccc2O[C@@H](C)CCCCO[C@@H]1CN(C)Cc1ccc(C(=O)O)cc1	6[16.7 µM]	2	-7	-3	-1	-5	1	-0.1
C=C1C[C@H](O)[C@@H]2[C@H](OC(=O)[C@H]2C)[C@H]2[C@H](C)[C@@H](O)C[C@@H]12	/	-5	/	1	-2	-9	8	-0.3
C[C@H](CO)N1C[C@H](C)[C@H](CN(C)C(=O)c2ccccc2)OCCCC[C@H](C)Oc2ccc(NS(=O)(=O)c3cn(C)cn3)cc2C1=O	3[16.7 µM]	-2	-1	0	0	11	-3	-0.2
CC(=O)n1nc(-c2cccc(C)c2)nc1SCC(=O)Nc1ccccc1	/	-1	9	0	/	/	3	/
COc1ccccc1NC(=O)CCC(=O)O	2	-10	/	-2	/	/	-12	/
CC(Oc1cccc(NC(=O)c2cccs2)c1)C(=O)c1ccccc1 (stereo not given)	4	0	-15	3	-1	-7	-3	/
COc1ccc(N(CC(=O)N/N=C/c2ccc(OC)c(OC)c2)S(=O)(=O)c2ccccc2)cc1	/	1	-7	-4	-1	-3	1	/

Later entries
SMILES	miR-122 sensor	PglD inh	PGC1a acetyl inh	Cneo AK release	ERAP1 HTS inh	RAD52 inh	RAD54 branch	E-sel inducer
CCCC#Cc1cnc2c(c1)C(=O)N([C@H](C)CO)C[C@@H](C)[C@H](CN(C)C(=O)Cc1ccccc1)O2	0[16.7 µM]	0	4	-5	-3	8	3	-0.1
COc1cccc(NC(=O)N(C)C[C@@H]2Oc3ncc(C4=CCCCC4)cc3C(=O)N([C@H](C)CO)C[C@H]2C)c1	0[16.7 µM]	-1	0	0	3	-18	7	-0.2
CC1CC(=O)c2cnc(NCc3ccco3)nc2C1 (stereo not given)	3	4	2	-1	3	1	-8	/
CCOC(=O)c1ccc(-c2c(-c3ccc4c(c3)OCO4)noc2C)cc1F	1	1	3	0	-1	-6	6	0.0
NC(=O)CSc1nnc(Cc2ccc3c(c2)OCO3)o1	/	/	4	/	0	-7	/	3.8
CCN1C(=O)c2cccc3c(S(=O)(=O)N(C)C)ccc1c23	1	5	6	-2	23	-50	10	/
CN(C(=O)CSc1nnc(-c2cccnc2)n1-c1ccccc1F)C1CCS(=O)(=O)C1 (stereo not given)	-8	6	-3	4	5	6	0	0.5
O=C(O)/C(=C\c1cccc(F)c1)c1ccc(S(=O)(=O)N2CCCC2)s1	-7	2	0	28	-2	-5	-9	0.2
C[C@H](CO)N1C[C@H](C)[C@@H](CN(C)C(=O)NC2CCCCC2)Oc2c(NC(=O)C3CCCCC3)cccc2C1=O	35[16.7 µM]	4&-4	18&-1	2&-1	0&-7	-8&-8	4&-2	0.0&0.0
CC(C)(C)[S@@](=O)N1Cc2cc(C(=O)N[C@@H]3CCN(Cc4ccccc4)C3)nc(-c3cccc(-c4cccnc4)c3)c2[C@H]1CCO	/	-1	-19	21	-3	-26	-2	0.4
CCN(C[C@H]1N[C@@](CC)(C(=O)OC)[C@H]2C(=O)N(C)C(=O)[C@@H]12)C(=O)Nc1ccc(F)cc1	-8	0	8	1	2	-5	3	0.7
CC=Cc1ccc2n(c1=O)C[C@H]1[C@H](CO)[C@@H](C(=O)NCCc3ccncc3)N(Cc3cncnc3)[C@@H]21 (mixture of isomers)	-3[16.7 µM]	-1	-5	-1	9	-14	10	0.3
C[C@@H]1CN([C@@H](C)CO)S(=O)(=O)c2ccc(-c3cccnc3)cc2O[C@@H]1CN(C)CC1CCOCC1	20[16.7 µM]	-4	4	-3	-2	-16	-3	-0.1
CCN1CCN(S(=O)(=O)c2ccc(Cl)c(C(=O)N(C)CC(=O)Nc3c(C)cccc3C)c2)CC1	/	/	/	1	-6	8	11	/
C#CCOCCOCCOCCNc1nc(N2CCN(C(=O)Cn3cc(CCO)nn3)CC2)nc(N2CCN(C(=O)[C@H](C)n3cc(CCCN=C(N)N)nn3)CC2)n1	/	-5	/	1	-3	5	-6	-0.3
CCC1(C)Cc2ccccc2-c2nc(NN)[nH]c(=O)c21 (stereo not given)	/	-5	/	-1	-2	-11	0	0.5
O=C(Cn1[nH]c(=O)c2ccccc2c1=O)Nc1ccc(-c2nnc3n2CCCCC3)cc1	4	-2	3	3	/	/	-8	/
COc1ccc(COC(=O)Nc2cn(C)nc2C(F)(F)F)cc1	-1	/	5	/	/	5	/	-2.0
CS(=O)(=O)N1CCC(C(=O)N2CCc3ccccc3C2)CC1	-7	5	-3	0	/	/	-11	/
O=C1CN(C(=O)COC(=O)c2ccccc2Br)c2ccccc2N1	-4	3	1	1	0	-8	6	0.1
Cc1noc(C)c1S(=O)(=O)Nc1ccc2c(c1)C(=O)N([C@@H](C)CO)C[C@H](C)[C@H](CN(C)Cc1ccc(C(=O)O)cc1)O2	0[16.7 µM]	7	1	2	2	-6	1	-0.5
COCC(=O)Nc1ccc2c(c1)OC[C@@H](C)N(CC1CC1)C[C@@H](C)[C@H](OC)CN(C)C2=O	/	-3	-1	-1	/	2	5	0.0
O=C(CN1CCCSc2ccccc21)N1CCN(S(=O)(=O)c2cccc(F)c2)CC1	-6	5	5	0	3	-6	1	0.0
COCC(=O)N(C)C[C@@H]1Oc2ncc(C#Cc3ccccc3)cc2C(=O)N([C@H](C)CO)C[C@H]1C	-11[16.7 µM]	0	-8	2	2	-4	11	0.9
COc1ccc(-n2c(COc3cccc(C)c3)nnc2SCC(=O)NCc2ccco2)cc1	-9	5	8	1	/	/	-2	/

(next part)
SMILES	miR-122 sensor	PglD inh	PGC1a acetyl inh	Cneo AK release	ERAP1 HTS inh	RAD52 inh	RAD54 branch	E-sel inducer
CCn1c(SCC(=O)Nc2ccccc2N2CCCCC2)nc2c1c(=O)n(C)c(=O)n2C	1	3	4	-5	/	/	13	/
Cc1ccc(C(=O)NCCCNC(=O)c2ccccn2)cc1	2	6	7	8	4	-5	1	-0.1
CCn1c(SCC(=O)N2CCCC2)nc2c(c1=O)SCC2	-1	1	7	0	0	-18	-4	-1.2
COC(=O)c1c(C)[nH]c(O)c1C=Nc1ccc(C(C)C)cc1	1	-1	3	-4	/	/	-9	/
C[C@H](CO)N1C[C@H](C)[C@@H](CN(C)C(=O)NC2CCCCC2)Oc2ccc(NS(=O)(=O)c3ccccc3)cc2CC1=O	-10[16.7 µM]	-2	0	-1	-3	6	-1	0.2
CC(=O)NS(=O)(=O)c1ccc2c(c1)C(=O)c1cc(S(=O)(=O)NC(C)=O)ccc1-2	-2	3	0	-2	0	-5	-27	/
COc1ccccc1Cn1c(=O)oc2ccc(C)cc21	5	-3	22	-2	1	8	-10	/
N#C[C@H]1[C@@H](c2ccc(C3=CCCC3)cc2)[C@H](CO)N1C(=O)c1cccc(F)c1	/	0	4	1	2	-14	-22	0.7
CN(C)S(=O)(=O)c1cccc(NC(=O)COC(=O)c2cccc(S(=O)(=O)N3CCc4ccccc4C3)c2)c1	7	4	-1	2	1	-24	-8	/
COC(=O)C1=C(C)N(c2ccc(C(=O)OC)cc2)C(=O)C1	-3	-3	-4	-1	/	/	-16	/
O=C(NC1CCCCCCC1O)c1ccccc1 (stereo not given)	-11	/	57*	/	0	-14	/	0.2
Cc1noc(C)c1NC(=O)Nc1ccc2c(c1)C(=O)N([C@@H](C)CO)C[C@@H](C)[C@H](CN(C)C(=O)c1ccccc1)OCCCC[C@H](C)O2	2[16.7 µM]	1	9	-3	0	4	-3	-0.1
COc1ccc(NC(=O)N(C)C[C@H]2Oc3ccc(NS(=O)(=O)c4ccc(Cl)cc4)cc3C(=O)N([C@H](C)CO)C[C@@H]2C)cc1	-2[16.7 µM]	1	-3	2	2	-7	-8	-9.2
CCCCC(=O)Nc1cccn2ncnc12	-4	/	25	/	1	5	/	/
Cc1cnc(C(=O)OCc2c(C)cc(C(C)(C)C)cc2C)cn1	-1	5	12	-1	-4	-14	-12	/
CCN(C[C@H]1[C@H](c2ccccc2)[C@@H](CO)N1C(C)=O)C(=O)NC1CCCC1	-25[16.7 µM]	-2	0	1	1	5	4	0.1
Cc1ccccc1-c1ccc(C2[C@@H]3CN(C(=O)C4CCOCC4)C[C@H]2N3)cc1 (stereo not given in full)	/	/	4&8	/	4&5	0&10	/	0.0&-0.2

Just RAD52 inh, for some of the entries so far:
compound | RAD52 inh
COc1ccc(NC(=O)N(C)C[C@H]2Oc3ccc(NS(=O)(=O)c4ccc(Cl)cc4)cc3C(=O)N([C@H](C)CO)C[C@@H]2C)cc1 | -7
CCCCC(=O)Nc1cccn2ncnc12 | 5
Cc1cnc(C(=O)OCc2c(C)cc(C(C)(C)C)cc2C)cn1 | -14
CCN(C[C@H]1[C@H](c2ccccc2)[C@@H](CO)N1C(C)=O)C(=O)NC1CCCC1 | 5
Cc1ccccc1-c1ccc(C2[C@@H]3CN(C(=O)C4CCOCC4)C[C@H]2N3)cc1 (stereo not given in full) | 0&10
